Bioassay records from PubChem.
MsrA act: bovine MsrA enzyme activators, primary screen, biochemical, absorbance, HTS; Methionine sulfoxide reductase A (Bos taurus); purified bovine MsrA, absorbance read-out; activation, % at 10.6 µM; 360,000 compounds, 0.3% hits; AID 602163, 2012; in the data active = activation above about 7.5%;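 note: 0% = vehicle and 100% = reference activator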
Scp1 inh: Scp-1 phosphatase inhibitors, primary screen, biochemical, colorimetric, uHTS | Carboxy-terminal domain RNA polymerase II polypeptide A small phosphatase 1 (Homo … | Recombinant Scp1, phosphopeptide, malachite green phosphate absorbance | AID 493091, 2011 | inhibition, % at 20 µM | 340,000 compounds, 0.88% hits;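 active = inhibition above about 50% at 20 µM, limit read from the data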;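 note: plate controls were DMSO wells with enzyme for no effect and wells lacking enzyme for full effect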
Target sequence (Q9GZU7 76-261 limits assumed): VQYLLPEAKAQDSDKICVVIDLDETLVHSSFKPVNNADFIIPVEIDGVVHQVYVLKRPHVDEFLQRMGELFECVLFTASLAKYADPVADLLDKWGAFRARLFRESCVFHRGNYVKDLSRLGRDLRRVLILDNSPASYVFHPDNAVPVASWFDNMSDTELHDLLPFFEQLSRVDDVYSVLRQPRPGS
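Material: truncated SCP-1 phosphatase (76-261aa) / Buffer or medium: 50 mM Tris acetate pH 5.5, 0.005% Tween-20, 10 mM MgCl2 / Compound dosing: one concentration, 20 µM, with 1.0% DMSO / Incubation: 45 min room-temperature reaction, 5 min colour, 30 min stabiliser / Detection: colorimetric free-phosphate detection, absorbance 630 nm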
Tb MetRS inh: T. brucei MetRS inhibitors, primary screen, biochemical, luminescence | purified T. brucei MetRS, ATP depletion, Kinase-Glo luminescence | inhibition, % at 11.9 µM | 360,000 compounds, 0.4% hits | AID 624268, 2012;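 active = inhibition above a per-plate cutoff of the control wells' mean inhibition plus 3 SD, cut at about 5.5% in these data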;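 note: 0% = DMSO wells median and 100% = median of wells with control inhibitor compound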
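Test system: purified T. brucei MetRS enzyme. Also added: ATP, methionine and E. coli bulk tRNA substrates. Compound: 11.9 µM single point. Schedule: 15 min enzyme-compound preincubation, 2 h reaction, 10 min detection, 25 °C. Signal: luciferase luminescence of residual ATP, Kinase-Glo. Evaluation: percent inhibition versus plate control medians. Controls: DMSO wells, low control.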
DNMT1 inh: human DNMT1 methyltransferase inhibitors, primary screen, biochemical, molecular beacon, fluorescence, HinP1I cleavage, uHTS | inhibition (reported as % activation of signal), % at 10 µM | 360,000 compounds, 0.83% hits | AID 588458, 2011 | DNA (cytosine-5)-methyltransferase 1 (Homo sapiens), P26358; in the data active = inhibition above about 50%
eLon inh: inhibitors of E. coli Lon protease, primary screen, biochemical, fluorescence polarization; purified E. coli Lon protease; 360,000 compounds, 0.42% hits; AID 602123, 2011; inhibition, % at 7.94 µM; in the data active = inhibition above about 13%, passing the limit was not always enough;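 note: 0% = enzyme with probe and DMSO and 100% = no enzyme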
CendR NRP1 mod: modulators of CendR peptide binding to NRP-1, primary screen, biochemical, fluorescence polarization, uHTS; Neuropilin-1 (Homo sapiens), O14786; FAM-RPARPAR peptide binding to NRP-1; inhibition, % at 25 µM; 360,000 compounds, 0.85% hits;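 active = inhibition or corrected inhibition above about 18%, plus a signal ratio from 0.5 to 1.5, limit read from the data, passing the limit was not always enough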; note: strong numbers were not always called active
MsrA inhibitor: bovine MsrA enzyme inhibitors, primary screen, biochemical, absorbance, HTS. Methionine sulfoxide reductase A (Bos taurus). purified bovine MsrA, absorbance read-out. inhibition, % at 15.5 µM. 360,000 compounds, 0.75% hits; in the data active = inhibition above about 4.5%;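 note: 0% = vehicle wells with enzyme and 100% = reference inhibitor wells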
STEP inh: STEP phosphatase inhibitors, primary screen, biochemical, fluorescence intensity, uHTS. AID 588621, 2011. 360,000 compounds, 0.25% hits. inhibition, % at 20 µM. recombinant STEP, OMFP fluorogenic substrate. Tyrosine-protein phosphatase non-receptor type 5 (Homo sapiens), P54829;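 active = inhibition at 20 µM, scaled per plate between control wells, above about 37%, limit read from the data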;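 note: 0% = DMSO with enzyme and substrate and 100% = substrate only without enzyme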
Target sequence (P54829 whole entry, looked up): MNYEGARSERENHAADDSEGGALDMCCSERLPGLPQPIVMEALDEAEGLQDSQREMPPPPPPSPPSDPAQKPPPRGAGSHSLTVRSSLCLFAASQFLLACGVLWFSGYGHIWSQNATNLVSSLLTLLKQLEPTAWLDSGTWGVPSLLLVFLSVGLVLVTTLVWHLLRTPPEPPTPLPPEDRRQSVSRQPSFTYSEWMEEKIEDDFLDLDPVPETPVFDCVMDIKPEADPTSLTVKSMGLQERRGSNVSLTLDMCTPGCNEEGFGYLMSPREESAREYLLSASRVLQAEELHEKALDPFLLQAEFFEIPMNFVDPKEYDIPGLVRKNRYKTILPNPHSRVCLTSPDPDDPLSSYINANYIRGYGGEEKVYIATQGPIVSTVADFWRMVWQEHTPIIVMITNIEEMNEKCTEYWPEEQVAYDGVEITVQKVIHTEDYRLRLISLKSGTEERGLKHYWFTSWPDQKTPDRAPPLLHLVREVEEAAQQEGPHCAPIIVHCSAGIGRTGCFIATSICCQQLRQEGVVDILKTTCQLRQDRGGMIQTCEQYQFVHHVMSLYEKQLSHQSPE
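Assay system: isolated STEP enzyme / Timing: 20 min at room temperature, dark / Doses: 20 µM, 1% DMSO / Technique: fluorescence intensity, excitation 480 nm, emission 540 nm / Reagent: fluorogenic phosphatase substrate OMFP at 25 µM final / Measure: percent inhibition scaled to no-enzyme and uninhibited-enzyme controls, plate-pattern corrected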
LMPTP inh: LMPTP phosphatase inhibitors, primary screen, biochemical, fluorescence intensity, uHTS; Low molecular weight phosphotyrosine protein phosphatase (Homo sapiens), P24666; recombinant LMPTP-A, OMFP fluorogenic substrate; inhibition, % at 20 µM; 360,000 compounds, 0.22% hits;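 active = compounds that cut the enzyme signal by at least half of the control window in the single-dose screen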;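 note: plate controls were DMSO wells with enzyme plus substrate for no effect and substrate without enzyme for full effect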
Target sequence (P24666 whole entry, looked up): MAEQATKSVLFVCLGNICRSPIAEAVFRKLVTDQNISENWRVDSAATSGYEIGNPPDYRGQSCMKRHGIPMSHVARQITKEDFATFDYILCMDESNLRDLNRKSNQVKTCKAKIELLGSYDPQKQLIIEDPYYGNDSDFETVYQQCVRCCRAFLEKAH
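Assay system: LMPTP-A, protein tyrosine phosphatase of low molecular weight / Medium: pH 6.0 Bis-Tris buffer with DTT and Triton X-100 / Schedule: 50 min enzyme reaction at room temperature, protected from light / Measured by: endpoint fluorescence intensity from OMFP dephosphorylation / Read-out basis: % inhibition relative to no-enzyme and uninhibited control wells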
SUMO1-SIM PPI: modulators of SUMO1 protein-protein interactions, primary screen, biochemical, uHTS; Small ubiquitin-related modifier 1 (Homo sapiens), P63165; SUMO1 binding to a labelled peptide, TR-FRET, 1 h; inhibition, % at 20 µM; 360,000 compounds, 0.33% hits; AID 602429, 2012; in the data active = inhibition above about 37%
Target sequence (P63165 whole entry, looked up): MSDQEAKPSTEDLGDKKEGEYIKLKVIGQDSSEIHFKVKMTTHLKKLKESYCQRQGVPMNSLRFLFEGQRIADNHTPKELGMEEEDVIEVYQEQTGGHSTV
* marks the source's active call; other numbers are inactive results; / = no result given. No enrichment for hits; 4.3% or so of the library scored in one or more.

SMILES | MsrA act | Scp1 inh | Tb MetRS inh | DNMT1 inh | eLon inh | CendR NRP1 mod | MsrA inhibitor | STEP inh | LMPTP inh | SUMO1-SIM PPI
COC(=O)C(NC(C)=O)(Nc1nc2ccc(S(C)(=O)=O)cc2s1)C(F)(F)F (stereo unspecified) | -8 | 0 | -1.2 | 4 | -7 | 3 | 0.0 | 1 | -0.3 | -2
Cc1ccccc1NC(=O)c1ccc(OCc2c(C)noc2C)cc1 | -2 | -8 | -0.1 | 4 | -15 | 4 | 2.3 | -3 | -1.3 | 1
CCOC(=O)c1c(C)[nH]c(C(=O)CSc2nccc(C)n2)c1C | -2 | -5 | 0.0 | -1 | -4 | -5 | 2.1 | 2 | -1.3 | -3
Cc1ccc(NC(=O)C2CC(=O)N(c3ccc4c(c3)OCCO4)C2)nc1 (stereo unspecified) | -3 | -6 | -0.3 | 3 | 0 | -1 | 2.4 | 1 | -1.5 | 5
CCCc1cc(=O)[nH]c2nnc(SCC(=O)Nc3cccc(NC(C)=O)c3)n12 | -11 | 19 | -0.3 | 26 | 10 | 6 | 1.6 | -1 | -0.7 | 3
COc1ccc(CN2C(=O)c3ccccc3C2=O)cc1C(=O)N(C)CC(=O)Nc1c(C)cccc1C | -1 | -11 | -0.2 | 3 | -17 | -4 | -0.8 | -4 | -1.1 | -16
CC(C)OCP(=O)(c1ccccc1)c1ccccc1 | 1 | -4 | -0.9 | 4 | 3 | -9 | 0.1 | -1 | -1.2 | 51*
Cc1ccc(S(=O)(=O)N2CCC(C(=O)NC3CCCC3)CC2)cc1Cl | 1 | -2 | -0.5 | 0 | 1 | -2 | 0.3 | 1 | -0.1 | 7
Cc1cc(C)c(NC(=O)CC(C)(C)C)c(Cl)c1 | -10 | -3 | -0.7 | 3 | -5 | -5 | -0.7 | 0 | -2.0 | -1
COc1ccc(C(=O)c2sc3nc(C)cc(-c4cccs4)c3c2N)cc1OC | -3 | -1 | -0.8 | -9 | -200 | -64 | 0.1 | -6 | 4.6 | -16
COC(=O)Nc1ccccc1C(=O)N1CCCCC1 | -5 | -7 | -0.3 | -2 | -3 | -5 | 0.0 | 1 | -1.7 | 4
CC1(C)O[C@@H]2[C@H](O1)[C@@H](COS(=O)(=O)O)O[C@H]2n1cnc2c(=O)[nH]cnc21 | -2 | -6 | -0.2 | -1 | -5 | 10 | 0.1 | -3 | -1.7 | 6
CCCCN1C(=O)C2C3C=CC(C2C1=O)C1C2C(=O)N(CCCC)C(=O)C2C31 (stereo unspecified) | -4 | -4 | 0.3 | 0 | -11 | 4 | 0.4 | -2 | -0.9 | -3
Cn1ccc(NS(=O)(=O)c2cc(Br)ccc2Br)n1 | -2 | 34 | 0.0 | 5 | -6 | 6 | -1.3 | 1 | -0.4 | 3
Cc1ccccc1C(=O)NC(CC(C)C)C(=O)NN1C(=O)c2ccccc2C1=O (stereo unspecified) | -7 | 3 | -0.5 | -1 | 0 | -4 | -0.3 | 0 | 0.4 | -24
COC(=O)CCCNC(=O)CC1C(=O)NCCN1Cc1ccoc1 (stereo unspecified) | -3 | -5 | -0.8 | -1 | -6 | 10 | 1.3 | -2 | -1.6 | 0
COc1ccccc1C(=O)N/C(=C\c1cn(C)c2ccccc12)C(=O)NCCCn1ccnc1 | -6 | -3 | -0.4 | 4 | -3 | 6 | 1.3 | -1 | 3.9 | -16
CC1CCCCC1NC(=O)CO/N=C/c1ccc(OC(F)F)cc1 (stereo unspecified) | -1 | -2 | 0.1 | 2 | 6 | 5 | 2.5 | 2 | -0.8 | -15
CCOC(=O)N1CCN(C(=O)c2cnn(-c3ccccc3)c2NC(=O)c2ccccc2F)CC1 | -1 | -6 | 0.0 | 1 | -11 | -3 | -0.9 | 3 | -1.3 | 2
CCCSc1nc2c(cnn2-c2ccc(C)cc2)c(=O)[nH]1 | -3 | 19 | -0.3 | 34 | -3 | -16 | -0.3 | -2 | 0.7 | 3

Of the compounds above, these have two or more sulfur atoms:
SMILES | MsrA act | Scp1 inh | Tb MetRS inh | DNMT1 inh | eLon inh | CendR NRP1 mod | MsrA inhibitor | STEP inh | LMPTP inh | SUMO1-SIM PPI
COC(=O)C(NC(C)=O)(Nc1nc2ccc(S(C)(=O)=O)cc2s1)C(F)(F)F (stereo unspecified) | -8 | 0 | -1.2 | 4 | -7 | 3 | 0.0 | 1 | -0.3 | -2
COc1ccc(C(=O)c2sc3nc(C)cc(-c4cccs4)c3c2N)cc1OC | -3 | -1 | -0.8 | -9 | -200 | -64 | 0.1 | -6 | 4.6 | -16

Other results follow.
SMILES | MsrA act | Scp1 inh | Tb MetRS inh | DNMT1 inh | eLon inh | CendR NRP1 mod | MsrA inhibitor | STEP inh | LMPTP inh | SUMO1-SIM PPI
Cc1ccc(S(=O)(=O)Nc2nc3ccccc3nc2NCC2CCCO2)c(C)c1 (stereo unspecified) | -4 | -1 | -0.1 | 1 | 0 | -8 | 4.3 | 0 | -0.2 | 1
COc1ccccc1CC1CC(=O)N(c2cccc(Cl)c2C)C1=O (stereo unspecified) | -13 | 3 | -1.1 | 3 | 2 | -1 | 0.2 | -4 | -1.9 | -1
COc1ccc(CC(=O)OCC(=O)Nc2ccc(C(=O)Nc3ccc(OC)cc3)cc2)cc1 | -4 | -8 | -0.2 | 34 | -1 | 7 | 3.4 | -4 | 7.4 | 1
O=C(CC1SC2=NCCN2C1=O)Nc1ccc(Cl)cc1 (stereo unspecified) | -12 | 7 | -1.1 | 2 | -6 | 27* | 0.5 | 0 | -2.0 | -1
CCN(C(=O)c1ccc2c(Cl)c3c(nc2c1)CCC3)c1ccc(C)c(C)c1 | 0 | 0 | 0.2 | -7 | 3 | 0 | -0.1 | 5 | 5.6 | -3
Cc1cccc(NC(=O)CSCC(=O)N2CCN(c3cccc(C(F)(F)F)c3)CC2)c1 | 0 | -5 | -0.3 | -4 | -3 | 8 | -0.7 | -2 | 4.0 | 7
CCOC(=O)c1[nH]c2cc3c(cc2c1CCCN1C(=O)c2ccccc2C1=O)OCCO3 | -3 | -5 | 0.2 | -8 | 8 | -6 | 0.5 | 6 | 0.0 | -2
O=C(O)Cn1cc(/C=C2/NC(=O)N(c3ccc(Cl)cc3)C2=O)c2ccccc21 | -3 | -17 | 0.9 | 0 | -19 | -11 | 1.2 | 2 | -0.9 | -17
CCCCC(=O)N(C)c1c(C)nc2ccc(C(=O)Nc3cccc(NS(C)(=O)=O)c3)cn12 | -3 | / | -0.3 | 0 | -5 | 5 | -0.4 | -2 | -3.4 | 0
CCOC(=O)N1CCN(c2nc(-c3ccccc3)c3ccccc3n2)CC1 | -1 | 1 | -0.5 | 1 | 5 | -5 | / | 1 | 4.1 | -15
CC(=O)N1CCN(c2ccc(NC(=O)c3ccco3)cc2Cl)CC1 | -5 | 3 | -0.6 | -1 | -21 | -3 | 1.1 | 0 | -0.6 | -4
Cc1cccc(NC(=O)C2COc3ccccc3O2)c1 (stereo unspecified) | -2 | -10 | -0.4 | -2 | -7 | 3 | 0.8 | 1 | 0.3 | 4
C#Cc1ccc([C@H]2C=C(C(=O)N3CCN(Cc4ccccc4)CC3)O[C@@H](OCC)[C@@H]2CCCO)cc1 | -2 | 1 | -0.4 | -6 | -8 | 14 | 0.7 | -1 | -0.2 | 0
COc1ccc(CNS(=O)(=O)c2cc(-c3cc(C)no3)ccc2OC)cc1OC | -2 | -1 | 0.1 | -3 | 1 | 6 | -0.3 | -2 | -0.3 | 2
O=C(CN1N=C(c2ccccc2)CCC1=O)NCCCN1CCc2ccccc2C1 | -3 | -3 | 0.0 | 1 | 7 | -13 | -0.2 | 1 | 1.1 | -2
Cc1cccc(NS(=O)(=O)Cc2ccccc2)n1 | -4 | -5 | -0.9 | -2 | 0 | -10 | -0.3 | 1 | -1.4 | -2
CCN1CCN(CCn2c(=S)[nH]c3ccccc3c2=O)CC1 | -11 | -7 | -1.0 | 3 | -5 | -6 | -0.5 | -1 | -2.0 | 9
CC1(C(=O)Nc2cccc(C#N)c2)CCN1C(=O)c1ccccc1CCc1ccccc1 (stereo unspecified) | -2 | / | 0.1 | 3 | 3 | -4 | 0.5 | 1 | 3.3 | 5
Cc1ccc(-c2noc(-c3cccs3)n2)cc1 | -3 | -16 | -0.8 | 1 | -8 | -1 | 1.0 | -1 | 1.5 | -4
CCOc1cc(NC(=S)NCC2CCCO2)c(OCC)cc1NC(=O)c1ccccc1F (stereo unspecified) | -2 | 0 | -0.3 | -3 | -12 | -6 | 4.3 | 1 | -0.3 | -4
COc1ccc(Cc2nnc(CCc3ccccc3)s2)cc1 | -1 | -8 | -0.6 | 2 | 0 | 4 | 0.9 | -1 | 0.9 | 1
COC(=O)C1CCN(Cc2cc(=O)oc3cc(OC)ccc23)CC1 | -5 | -8 | -1.6 | -2 | 2 | 0 | 1.4 | -1 | 0.3 | -5
CCOC(=O)C1(C(F)(F)F)N=C(N(C)C)OC(N(C)C)=N1 | -10 | -2 | -1.9 | 6 | 1 | 1 | -0.6 | 0 | -1.1 | 15
CCc1ccccc1NC(=O)CN(C)C(=O)CSc1nnc(Nc2cccc(C)c2C)s1 | -9 | -5 | -0.9 | 0 | 3 | -6 | 0.9 | -6 | -0.8 | 4
COc1cc(C(=O)OCC(=O)NC2CCCC2)cc(NC(=O)c2ccco2)c1OC | 0 | -2 | -0.1 | 0 | 0 | -7 | 1.8 | 1 | -0.3 | 6
CC#CCOCC1CN(C)C(=O)O1 (stereo unspecified) | 2 | / | -0.1 | -1 | -12 | 0 | -1.0 | -1 | -1.8 | -4
Cc1noc(C)c1NC(=O)NC(c1ccccc1)c1ccccc1 | -10 | -6 | -2.0 | -7 | 3 | -1 | 0.2 | -4 | 0.8 | 2
C=CCNC(=S)NCc1ccccc1 | -5 | -3 | -0.9 | 0 | 14 | -22 | -0.2 | 3 | -2.0 | -6
